# ATG4B inhibitor = inhibitors of human ATG4B cysteine protease; ATG4B cleavage of LC3-PLA2, NBD-HPC fluorescence, 1 h; inhibition, % at 8.33 µM; 0.51% of 340,000 active; AID 504462; Q9Y4P1; in the data active = inhibition above about 40%
# PfG6PD inh = PfG6PD (Plasmodium falciparum) enzyme inhibition; PfGluPho enzyme, NADPH resazurin-diaphorase fluorescence; inhibition, % at 20 µM; 0.78% of 350,000 active;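 active = inhibition reaching at least a set limit at 20 µM in the primary screen, cut at about 59% in these data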;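 also: 0% = DMSO wells with substrate and 100% = DMSO wells lacking glucose-6-phosphate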
# MPTP block = blocks calcium-induced mitochondrial swelling; isolated mouse mitochondria, Ca2+ swelling absorbance, 30 min; inhibition, % at 10 µM; 1.4% of 360,000 active; AID 602449;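 active = inhibition of 50% or more, scaled per plate between neutral and stimulator controls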;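 also: 0% = DMSO wells given calcium and 100% = 1 mM EGTA wells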
# SENP6 inh = SENP6 protease inhibition; Q9GZR1; Recombinant SENP6 catalytic domain, aminoluciferin luminescence; inhibition, % at 10 µM; 1.8% of 330,000 active;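 active = inhibition above about 50% at the single tested dose, limit read from the data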;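 also: plate controls were DMSO wells with enzyme for no effect and DMSO wells lacking enzyme for full effect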
# Target sequence (Q9GZR1 628-1112 limits assumed): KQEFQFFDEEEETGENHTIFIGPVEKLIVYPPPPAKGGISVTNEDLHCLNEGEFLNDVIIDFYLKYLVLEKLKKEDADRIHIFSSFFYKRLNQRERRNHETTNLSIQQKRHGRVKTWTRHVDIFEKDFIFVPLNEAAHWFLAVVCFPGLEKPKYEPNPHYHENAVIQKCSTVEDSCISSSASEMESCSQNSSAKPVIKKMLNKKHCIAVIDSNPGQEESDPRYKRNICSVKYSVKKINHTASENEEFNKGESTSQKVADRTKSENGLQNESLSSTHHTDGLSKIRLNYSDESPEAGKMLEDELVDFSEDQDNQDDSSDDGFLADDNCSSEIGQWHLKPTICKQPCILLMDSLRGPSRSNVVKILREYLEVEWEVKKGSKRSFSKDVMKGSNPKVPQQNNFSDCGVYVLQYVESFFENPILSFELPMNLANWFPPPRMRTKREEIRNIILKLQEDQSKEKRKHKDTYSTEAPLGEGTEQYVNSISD
# SENP8 inh = SENP8 (human) protease inhibition. inhibition, % at 20 µM. recombinant SENP8, Nedd8 substrate fluorescence. 0.64% of 360,000 active; in the data active = inhibition mostly above about 40%, no sharp cut-off; inactive = mostly below about 27%
# GRIN3A LBD mod = modulates the human NR3A ligand-binding domain; NR3A LBD differential scanning fluorimetry, Tm shift; 0% = protein alone, 100% = glycine-bound protein; Tm shift relative to glycine control, % at 25 µM; 2.5% of 340,000 active;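 active = melting temperature shift of at least 10% of the positive control shift, at one fixed dose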
# HKDC1 inhibitor = blocks human hexokinase HKDC1 activity | Q2TB90 | recombinant HKDC1, G6PDH/diaphorase resazurin coupled fluorescence | inhibition, % at 20 µM | 0.16% of 340,000 active;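 active = inhibition above about 35% when tested at 20 µM, limit read from the data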;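 also: plate controls were DMSO wells with enzyme for no effect and DMSO wells lacking enzyme for full effect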
#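 Material – in-house recombinant HK5 (HKDC1) enzyme · Quantity – HKDC1 at 5 µg/mL · Buffer or medium – pH 8.0 Tris buffer with 10 mM MgCl2 · Reagent – glucose with 1 mM ATP · Dosing – single 20 µM dose · Times – reaction time 90 min, room temperature, protected from light · Technique – resorufin fluorescence at 613 nm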
# SENP7 block = blocks the human protease SENP7. recombinant SENP7, Z-RLRGG-aminoluciferin luminescence, 40 min. inhibition, % at 5 µM. 1.5% of 330,000 active. AID 434973;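 active = inhibition above about 50% at the single test dose, limit read from the data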;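 also: plate controls were DMSO with enzyme for no effect and no enzyme buffer wells for full effect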
# Target sequence (Q9BQF6 706-1050 limits assumed): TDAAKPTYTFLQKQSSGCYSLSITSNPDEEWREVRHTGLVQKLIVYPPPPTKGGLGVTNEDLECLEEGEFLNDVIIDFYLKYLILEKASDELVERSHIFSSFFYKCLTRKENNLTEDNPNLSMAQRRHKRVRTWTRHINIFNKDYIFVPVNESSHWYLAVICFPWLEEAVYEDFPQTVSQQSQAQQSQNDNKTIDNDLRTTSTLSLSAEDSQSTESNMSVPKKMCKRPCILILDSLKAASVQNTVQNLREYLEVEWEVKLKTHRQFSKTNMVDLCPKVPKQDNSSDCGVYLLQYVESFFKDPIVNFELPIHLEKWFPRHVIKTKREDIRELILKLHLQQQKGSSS
# * hit, by the source's call; / = no result given.
SMILES,ATG4B inhibitor,PfG6PD inh,MPTP block,SENP6 inh,SENP8 inh,GRIN3A LBD mod,HKDC1 inhibitor,SENP7 block
O=C(c1c[nH]c(=O)n(-c2ccccc2)c1=O)N1CCc2ccccc21,-6,-4,-2.5,5,15,-1,-2,6
Cc1ccc(C)n1-n1c(C)nc2scc(-c3cccs3)c2c1=O,2,-9,-13,-3,-4,-1,-5,-3
Cc1cc(=O)n2nc(N3CCCC(C(=O)NCc4ccccc4C)C3)sc2n1 (stereo not drawn),-12,-5,0.2,11,0,0,-6,-14
Cc1ccc(C(=O)NNC(=O)Cc2ccccc2)cc1,-1,-7,-1.5,3,6,-1,-6,7
CN(C)c1ccc(C(=O)OCC(=O)NCCC2=CCCCC2)cc1,-1,6,2.8,23,-4,0,-3,0
CC(=O)NC12CC3CC(C1)CC(C(=O)Nc1nc4ccc(S(C)(=O)=O)cc4s1)(C3)C2,-7,9,-2.9,-7,-1,2,-2,-1
COc1ccc(CC(=O)NCC(=O)NC(Cc2ccccc2)C(=O)O)cc1 (stereo not drawn),10,-3,-0.9,-17,10,-4,2,-7
CN(C)c1cc[n+](CC[n+]2ccc(N(C)C)cc2)cc1,1,-3,0.2,-11,6,0,-2,9
O=C(CCn1nnc2ccccc21)OCC(=O)c1ccc([N+](=O)[O-])cc1,-3,59*,-0.2,1,5,0,-5,3
O=C(NC1CCCCC1)c1ccc(CS(=O)(=O)c2ccc(Cl)cc2)o1,-14,-1,-1.8,-6,11,-1,-2,3
COc1cc(OC)cc(-n2nnnc2SCC(=O)NCCc2ccc(OC)c(OC)c2)c1,-8,-2,-1.0,-3,10,-1,-8,-1
COc1ccc(CCNC(=O)COc2ccc(C)nc2[N+](=O)[O-])cc1OC,-8,-5,-5.1,17,10,-3,-4,0
Cc1nc(=O)c(-c2ccccc2)c(C)n1-c1ccc(C(=O)O)cc1,-7,-8,1.9,-3,18,-2,-7,3
COc1ccc([N+](=O)[O-])cc1NC(=O)C(C)OC(=O)C1CCC1 (stereo not drawn),1,1,1.0,6,10,0,-7,-10
CCOc1ccccc1-n1c(SCC(N)=O)nnc1-c1ccco1,-13,-5,-0.9,-20,0,1,-13,-7
CS(=O)(=O)C1=NN2C(=N)/C(=C\c3ccc(OC(=O)c4ccco4)cc3)C(=O)N=C2S1,7,-17,2.2,5,-144,0,14,5
O=C(COC(=O)c1ccc(F)c(S(=O)(=O)N2CCOCC2)c1)NCc1ccco1,-5,-4,0.2,13,13,-1,4,-5
O=C(Nc1cccc(C(=O)N2CCCCC2)c1)c1ccccc1,/,-9,-0.5,/,9,0,1,/
COC(=O)c1cc2ccsc2n1Cc1nc(-c2ccc(OC)cc2)oc1C,9,-6,3.8,-8,10,-2,5,3
COc1ccccc1C1NC(=O)c2ccccc2O1 (stereo not drawn),-4,-1,0.5,-20,-32,-4,-6,-16
CCOC(=O)c1ccoc1CSCc1ccc(C(=O)OC)o1,-1,-16,-0.4,-17,8,0,-1,-1
CCc1ccc(-c2cc(C(=O)NN3CCOCC3)c3ccccc3n2)s1,-11,5,-1.2,10,-460,1,-1,-2
CCOc1cc(S(=O)(=O)NCCc2cccc(C)c2)c(OCC)cc1-n1cnnn1,0,-7,0.6,-3,-156,2,18,-2
CC(C)N1CCC(NC(=O)NC2CCCCC2)CC1,6,10,-0.4,-4,2,-2,-15,0
Cc1ccc2cc(C)c3nnc(SCC(=O)Nc4nc5c(s4)CCCC5)n3c2c1C,-11,-7,4.4,-6,-17,0,-7,6
O=C(O)CCc1ccc(-c2cccs2)n1NC(=O)c1ccc(Cl)cc1,0,-18,0.9,-17,-39,0,-6,-7
COc1ccc(C(=O)NNC(=O)CNC(=O)C2CCCCC2)cc1,-4,-9,-0.9,16,8,-1,1,-2
CCSc1nc(COC(=O)NC)c(COC(=O)NC)n1C,-3,-8,-1.5,/,12,1,6,/
COc1ccc(C2OC(=O)CC2C(=O)NCc2ccccc2Cl)cc1OC (stereo not drawn),-11,-5,-2.2,-6,2,0,-6,6
CC(NC(=O)CCc1nc2cc(S(=O)(=O)N3CCOCC3)ccc2n1C)c1ccc(S(N)(=O)=O)cc1 (stereo not drawn),1,-3,-0.2,-10,3,0,-1,7

# A second format for part of the listing above:
# Below each compound – ATG4B inhibitor, PfG6PD inh, MPTP block, SENP6 inh, SENP8 inh, GRIN3A LBD mod, HKDC1 inhibitor, SENP7 block
CC(C)N1CCC(NC(=O)NC2CCCCC2)CC1
  6, 10, -0.4, -4, 2, -2, -15, 0
Cc1ccc2cc(C)c3nnc(SCC(=O)Nc4nc5c(s4)CCCC5)n3c2c1C
  -11, -7, 4.4, -6, -17, 0, -7, 6

# Following part
SMILES,ATG4B inhibitor,PfG6PD inh,MPTP block,SENP6 inh,SENP8 inh,GRIN3A LBD mod,HKDC1 inhibitor,SENP7 block
COCCN(Cc1cc2cc3c(cc2nc1Cl)OCO3)C(=O)c1cccc(C)c1,6,-5,4.9,-12,-1,-3,-10,-8
Oc1cccc(/C=N/Nc2ccc(Cl)nn2)c1O,0,-4,-0.8,24,24,-13,14,3
O=c1[nH]c(SCc2ccc(Cl)cc2)nc2c1CCC2,-1,22,0.2,-17,17,3,2,-12
CSCCC(NC(=O)COc1ccccc1)C(=O)N1CCN(c2ccccc2O)CC1 (stereo not drawn),-8,8,-1.3,-3,17,3,3,-7
Cc1occc1-c1nnc(SCc2nc3ccccc3c(=O)n2CC#N)n1C,-4,-4,0.7,7,-16,-1,-2,-1
N=c1oc2cc(O)ccc2cc1C(=O)Nc1ccc(Br)cc1,-9,2,61*,86*,-296,-2,-2,25
CCN(CC(=O)NC(=O)NCc1ccco1)Cc1ccccc1,-6,6,-1.0,-12,-19,1,0,-8
CSc1ccc(CN(C)CC(=O)Nc2ccc(C)cc2Br)cc1,1,-5,1.8,13,3,2,-7,3
O=C(CN1CCN(S(=O)(=O)c2ccccc2)CC1)N1CCCCC1,-6,1,-1.5,-30,7,0,-7,-3
COc1ccc(CNC(=O)c2ccc(NC(=O)C3CCCO3)cc2)cc1 (stereo not drawn),-11,-9,-0.4,-10,-4,-1,-5,10
CCN(CC)S(=O)(=O)c1ccc(Nc2cc(C)nc3ncnn23)cc1,-1,-24,-0.5,-1,-5,0,-3,1
O=C(Cn1cc(C(=O)C2CC2)c2ccccc21)Nc1ccccc1Cl,-5,-8,0.9,-16,8,-4,-5,4
COc1ccc(C(=O)Nc2ccc(NC(=O)c3cc(OC)c(OC)c(OC)c3)cn2)cc1,-17,23,0.6,-11,-9,1,0,0
Cn1cccc1-c1nc2ccccc2n1Cc1ccccc1,43*,-16,-1.0,-5,-47,-6,-3,-4
NC(=O)c1c(NC(=O)c2ccccc2)sc2c1CCCC2,-2,6,-0.2,19,-292,-1,-5,14

# By substructure: the compounds so far with a thiophene ring, fused or not.
SMILES,ATG4B inhibitor,PfG6PD inh,MPTP block,SENP6 inh,SENP8 inh,GRIN3A LBD mod,HKDC1 inhibitor,SENP7 block
Cc1ccc(C)n1-n1c(C)nc2scc(-c3cccs3)c2c1=O,2,-9,-13,-3,-4,-1,-5,-3
COC(=O)c1cc2ccsc2n1Cc1nc(-c2ccc(OC)cc2)oc1C,9,-6,3.8,-8,10,-2,5,3
CCc1ccc(-c2cc(C(=O)NN3CCOCC3)c3ccccc3n2)s1,-11,5,-1.2,10,-460,1,-1,-2
O=C(O)CCc1ccc(-c2cccs2)n1NC(=O)c1ccc(Cl)cc1,0,-18,0.9,-17,-39,0,-6,-7
NC(=O)c1c(NC(=O)c2ccccc2)sc2c1CCCC2,-2,6,-0.2,19,-292,-1,-5,14

# Pulled by compound from the entries so far, 2 records:
SMILES,ATG4B inhibitor,PfG6PD inh,MPTP block,SENP6 inh,SENP8 inh,GRIN3A LBD mod,HKDC1 inhibitor,SENP7 block
O=C(CN1CCN(S(=O)(=O)c2ccccc2)CC1)N1CCCCC1,-6,1,-1.5,-30,7,0,-7,-3
CSc1ccc(CN(C)CC(=O)Nc2ccc(C)cc2Br)cc1,1,-5,1.8,13,3,2,-7,3

# Continued:
SMILES,ATG4B inhibitor,PfG6PD inh,MPTP block,SENP6 inh,SENP8 inh,GRIN3A LBD mod,HKDC1 inhibitor,SENP7 block
Nc1ccc(-c2nc3ncccc3o2)c(O)c1,-8,2,-1.4,5,-285,-1,6,-4
O=C(NCCSc1c[nH]c2ccccc12)C1CC1,-9,5,-0.2,-6,17,0,-3,9
CCN(CC)C(=S)SCC(=O)Nc1cccc(C(F)(F)F)c1,-7,29,0.7,0,25,-10,1,3
Cc1cc(C(=O)CSc2nnc(N)s2)c(C)n1CCc1ccc(F)cc1,-16,3,2.3,-12,20,-1,-2,-4
COc1cc2cc(C#N)c(SCC(=O)N3CCOCC3)nc2cc1OC,-16,-2,0.7,-2,-184,2,9,1
CCCC(=O)Nc1nnc(-c2ccccc2)o1,-3,-4,-1.7,-13,23,2,-3,-2
COc1cc(NC(=S)N2CCC(C(O)(c3ccccc3)c3ccccc3)CC2)cc(OC)c1,19,10,5.7,-10,8,7,2,-8
C=C(C)CN1CCN(c2ccc(N3C(=O)CCCC3=O)cc2[N+](=O)[O-])CC1,6,-17,2.0,6,28,-1,7,8
Cc1ccccc1SC1CCN(Cc2nc(C3CC3)no2)CC1,9,-22,0.9,5,6,1,5,-3
CC1=C(C(=O)Nc2ccccc2)C(c2ccccc2)N2C(=O)CSC2=N1 (stereo not drawn),-49,-4,0.0,3,38,2,9,-10
Oc1ccc2ccccc2c1CNc1ccc(Br)cc1,-15,30,/,-2,/,15*,19,-8
Cc1nc2ccccc2n1CC(O)COCC1CC=CCC1 (stereo not drawn),9,-16,9.8,-1,43*,1,1,-2
Cc1ccc(NC(=O)c2cc(NC(=O)C3CC=CCC3C(=O)O)ccc2N2CCOCC2)cc1Cl (stereo not drawn),-9,-15,1.6,10,-92,-1,-8,-2
Cc1[nH]c2ccc(Br)cc2c(=O)c1CN1CCCCCC1,-3,6,-2.1,-16,-11,-14,9,-2
CNC(=O)N(C1=NCC(C)(C)S1)c1ccc(F)c(Cl)c1,-2,-19,-0.8,-10,13,-4,-5,2
COc1cc(/C=C/C(=O)NCCN2CCOCC2)cc(OC)c1OC,1,-7,-1.0,-14,-97,1,-7,4
CC(=O)Nc1ccc(NC(=O)C(C)Sc2n[nH]c(-c3cccs3)n2)cc1 (stereo not drawn),6,-5,-0.4,7,-18,-5,24,-5
Cc1ccc(NC(=O)C2CCCN2S(=O)(=O)c2ccc3c(c2)n(C)c(=O)c(=O)n3C)cc1C (stereo not drawn),-10,8,1.2,-11,-224,0,-3,-4
CNC(=O)/C(=C\C=C\c1ccccc1)NC(=O)c1ccc([N+](=O)[O-])cc1,-12,7,0.5,-3,16,1,11,1
O=C(NCCCN=C1NS(=O)(=O)c2ccccc21)c1ccncc1,0,-7,-0.8,-10,14,0,-9,4
CCCCC(CC)C(=O)Nc1cc(C(=O)NCc2ccc(C)cc2)ccc1N1CCC2(CC1)CC(c1cccc(Br)c1)=NO2 (stereo not drawn),-10,-2,-0.9,1,-3,-1,-5,3

# Bioassay records from PubChem BioAssay.
